Screening results deposited in PubChem by several laboratories.
OX1R antag-1: OX1R (HCRTR1) antagonists, primary screen, fluorescence, CHO/OX1R cells, Fluo-8 calcium, orexin A. 0.43% of 330,000 active. Orexin/Hypocretin receptor type 1 (Homo sapiens), O43613. Fluo-8 calcium fluorescence. inhibition, % at 5 µM. AID 434989, 2010;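 active = inhibition above its plate's threshold, mean inhibition of all tested compounds on the plate plus 3 SD, cut at about 37% in these data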;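 also: 0% = orexin A challenge wells and 100% = SB-334867-A antagonist wells; not every result past the cut was called active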
Target sequence (O43613 whole entry, looked up): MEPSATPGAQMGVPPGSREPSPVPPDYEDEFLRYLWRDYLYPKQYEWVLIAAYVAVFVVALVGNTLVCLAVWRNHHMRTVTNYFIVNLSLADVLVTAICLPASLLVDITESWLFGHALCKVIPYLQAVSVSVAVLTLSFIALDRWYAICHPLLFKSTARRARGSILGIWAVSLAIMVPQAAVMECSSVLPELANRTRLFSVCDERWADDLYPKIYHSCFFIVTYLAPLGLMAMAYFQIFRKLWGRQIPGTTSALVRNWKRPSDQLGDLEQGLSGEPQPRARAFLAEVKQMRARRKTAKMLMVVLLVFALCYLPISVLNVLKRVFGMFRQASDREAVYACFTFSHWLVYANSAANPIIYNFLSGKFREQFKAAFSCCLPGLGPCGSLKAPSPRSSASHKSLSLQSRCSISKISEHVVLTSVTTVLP
OX1R antag-2: antagonists of human orexin 1 receptor (OX1R). Orexin/Hypocretin receptor type 1 (Homo sapiens), O43613. OX1R-expressing cells, FRET antagonist read-out. inhibition, % at 6.6 µM. 1.8% of 330,000 active. AID 485270, 2010; in the data active = inhibition mostly above about 38%, no sharp cut-off; inactive = mostly below about 40%;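 also: 0% = agonist challenge alone and 100% = reference antagonist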
STK33 kinase inh: inhibitors of purified STK33 kinase, primary screen, biochemical, ADP-Glo luminescence, homogeneous, cell-free; MBP phosphorylation; inhibition, % at 10 µM; Serine/threonine-protein kinase 33 (Homo sapiens), Q9BYT3; 0.073% of 320,000 active;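 active = inhibition at or above 25%, using the most active replicate where run in duplicate; inactive = inhibition below 25%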
Target sequence (Q9BYT3 whole entry, looked up): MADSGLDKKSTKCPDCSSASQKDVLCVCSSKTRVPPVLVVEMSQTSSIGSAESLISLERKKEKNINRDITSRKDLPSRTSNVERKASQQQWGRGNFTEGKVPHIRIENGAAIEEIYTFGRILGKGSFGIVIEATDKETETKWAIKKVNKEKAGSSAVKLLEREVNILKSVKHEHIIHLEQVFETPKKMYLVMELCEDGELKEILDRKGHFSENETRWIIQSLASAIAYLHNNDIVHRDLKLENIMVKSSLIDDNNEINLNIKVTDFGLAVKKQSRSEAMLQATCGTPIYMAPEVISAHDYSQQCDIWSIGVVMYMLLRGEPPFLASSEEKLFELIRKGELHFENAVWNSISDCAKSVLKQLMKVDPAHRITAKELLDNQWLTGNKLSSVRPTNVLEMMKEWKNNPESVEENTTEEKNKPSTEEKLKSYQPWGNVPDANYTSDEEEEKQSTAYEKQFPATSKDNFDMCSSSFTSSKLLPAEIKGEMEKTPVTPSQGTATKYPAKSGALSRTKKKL
* = called active by the depositor; nt = no result given. This is a random part of the collection (roughly 2.2% active in at least one column).

OX1R antag-2,SMILES,OX1R antag-1,STK33 kinase inh
4,CN1CCN(Cc2nc(Cc3cccc(F)c3)no2)CC1c1ccccc1 (configuration not stated),-4,-0.9
4,Cc1ccn2c(=O)nc(SCC(=O)N3CCN(c4ccccc4)CC3)nc2c1,-16,-1.2
12,CCC1Oc2ccccc2N(CC(=O)NCCCN2CCCCC2C)C1=O (configuration not stated),-15,5.9
0,O=C(O)CCC(=O)Nc1ccc(C(=O)N2CCCCC2)cc1,-7,-0.2
18,O=C(NCCc1ccc(F)cc1)c1coc(=O)c(Br)c1,-3,0.2
7,Cc1ccc(S(=O)(=O)N(CC(O)CN2CCCCC2)c2cccc([N+](=O)[O-])c2)cc1 (configuration not stated),-26,0.3
2,CC1(C)Cc2c(sc3c2c(=O)n(-c2ccc(Cl)cc2)c(=O)n3CC(N)=O)CO1,-2,-1.1
2,CSc1nsc(SCC(=O)Nc2ccc(F)cc2F)n1,-6,-0.6
19,CCc1ccccc1NC(=O)CN1CCN(CC(=O)Nc2ccc(-c3ccccc3)cc2)CC1,-30,-1.5
1,CCc1ccccc1NC(=O)CSc1nnc(CCNC(=O)OC(C)(C)C)o1,-11,0.1
15,Cc1ccc(S(=O)(=O)Oc2cccc(/C=N/n3cnnc3)c2)cc1,-4,-1.2
12,CC(C)OCCCn1c(-c2ccc(Br)cc2)c[nH]c1=S,-25,0.1
8,Cn1c(=O)c2c(nc(CN3CCN(Cc4ccccc4)CC3)n2CCN2CCOCC2)n(C)c1=O,-20,0.7
-4,O=C(CSc1nnc(CNC(=O)c2ccccc2)o1)NCc1ccccc1Cl,-16,-3.0
12,Cc1c(C(=O)NCc2ccc(F)cc2)oc2ccc(S(=O)(=O)N3CCOCC3)cc12,-15,-1.5
4,CC(C)(C)c1ccc2oc(=O)cc(-c3cccc(-c4ccc(C(F)(F)F)cc4)c3)c2c1,-4,nt
9,Cc1cc(N)n2nc(C(F)(F)F)nc2n1,-22,1.5
10,COC(=O)C1CSC(C(=O)OC)N1C(=O)Nc1c(C)cccc1C (configuration not stated),-9,-0.6
18,O=C1CCN(CCc2ccccc2)CCN1[C@H](COc1ccccc1)c1ccccc1,-19,-0.1
16,COc1cc2c3nnc(-c4ccccc4)c-3cn(Cc3ccc(F)cc3)c2cc1OC,-12,0.3

Further compounds follow.
OX1R antag-2,SMILES,OX1R antag-1,STK33 kinase inh
1,Cc1ccc2c(c1)C(=O)C(=O)N2Cc1ccc(F)cc1,-17,0.1
5,COCC(C)n1c(C)cc(C(=O)CSc2nnc(-c3ccco3)o2)c1C (configuration not stated),-31,1.0
13,O=C1CCCc2ccccc2N1Cc1ccccc1,-14,-0.6
8,O=C(COC(=O)CNC(=O)c1ccco1)Nc1ccc(Cl)cn1,-4,1.4
11,CN(Cc1ccccc1)S(=O)(=O)c1ccc(Cl)c(C(=O)OCC(N)=O)c1,-3,-1.9
12,CC(C)N(C(=O)C(=O)c1cccn1-c1ccccc1C#N)C(C)C,-6,0.0
9,CN(C)S(=O)(=O)c1ccc(N2CCCC2)c(C(=O)Nc2cccc(F)c2)c1,-11,-1.2
10,Cc1ccccc1NC(=O)C1COc2ccccc2O1 (configuration not stated),5,-1.8
27,COc1ccc(Cc2nnc(SCc3ccc([N+](=O)[O-])cc3)o2)cc1,-9,-0.6
4,O=C(CSc1ccc([N+](=O)[O-])cc1)Nc1nnc(C2CC2)s1,-4,-1.2
5,CN(C)CCCNC(=O)c1cc2c3ccccc3n(C)c2s1,-11,0.2
4,O=C(NCc1cccs1)c1cccnc1Cl,12,-2.4
12,Cc1ccc(S(=O)(=O)NCCCNc2ccc([N+](=O)[O-])cc2)cc1,-13,1.1
14,O=C(O)C1C2C=CC3(CN(C4CCCC4)C(=O)C13)O2 (configuration not stated),-9,1.1
5,C/C(CC(=O)NC(C)(C)C)=N\NC(=O)c1ccccc1N,-3,-0.8
15,COCCN(C(=O)COC(=O)CCn1c(C)csc1=O)c1c(N)n(Cc2ccccc2)c(=O)[nH]c1=O,4,-0.7
16,CC(=O)OC(C(=O)N1CCN(c2ccccc2F)CC1)c1ccccc1 (configuration not stated),-17,1.1
1,O=C(O)CCSc1nnc(-c2ccc3c(c2)OCO3)o1,-5,0.1
33,COc1ccc(CCOC(=O)c2ccc(N)c([N+](=O)[O-])c2)cc1,19,-0.5
1,O=C1c2ccccc2C(=O)N1CCCCN(C(=O)c1cc([N+](=O)[O-])ccc1Cl)c1ccc(Cl)cc1,-20,4.8

Going on with the list.
OX1R antag-2,SMILES,OX1R antag-1,STK33 kinase inh
17,Cc1cc(=O)[nH]c2c(C)cc(S(=O)(=O)NCc3ccccc3)cc12,-7,-1.3
4,O=C(O)CSCC(=O)N1CCN(c2ncnc3scc(-c4ccccc4)c23)CC1,-18,0.4
-2,Oc1ccc2oc3c(c2c1)CCCC3,3,0.3
10,OCCC1CN(C2CSCCSC2)CCN1Cc1ccccc1 (configuration not stated),-7,0.7
148*,O=c1nc(-c2ccccc2)cn[nH]1,-11,0.1
3,CSc1nnc(-c2ccc(C(F)(F)F)nc2C)o1,-3,-2.0
4,CC1(C)CC(=O)C=C(NNC(=O)C2CCCCC2)C1,-2,-1.6
26,NC(=O)CSc1nnc2ccc(-c3ccco3)nn12,-3,-0.1
12,N#C/C(=C\c1cccs1)C(=O)NCc1ccccc1,-13,-0.1
12,COc1ccc(CC(=O)NNC(=O)COc2ccc(F)cc2)cc1S(=O)(=O)N1CCOCC1,-2,2.6
19,CCN=C1SC(CC(=O)Nc2ccccc2)C(=O)N1CC (configuration not stated),-11,0.5
9,O=C(Nc1nnc(Cc2ccccc2)s1)c1cnccn1,-12,-2.4
9,CS(=O)(=O)c1cccc(NC(=O)C2CC2)c1,-16,-2.5
23,CC(C)NC(=O)C1CCCN(S(=O)(=O)c2cccs2)C1 (configuration not stated),-13,-1.9
5,CCOc1ccc(C(=O)c2cnc3ccccc3c2N2CCN(CC)CC2)cc1,-5,-1.4
18,N#Cc1ccccc1NC(=O)COc1ccc2c(c1)OCO2,-17,1.0
3,CSc1nc2ccccc2c(=O)n1C1CCCCC1,-11,0.1
14,Cc1ccsc1-c1nc(CSCC(=O)NCCN2CCCC2)c(C)o1,-32,-1.7
14,COc1ccc(N2CCN(C(c3ccccc3OC)c3nnnn3Cc3ccco3)CC2)cc1 (configuration not stated),-16,0.9
14,O=C1CC(N2CCN(c3ccc(O)cc3)CC2)C(=O)N1Cc1cccs1 (configuration not stated),-17,1.7

(cont.)
OX1R antag-2,SMILES,OX1R antag-1,STK33 kinase inh
16,Cc1cccc(N2CCN(S(=O)(=O)c3cccc4nonc34)CC2)c1C,-29,1.0
19,CCOC(=O)c1cnn(CCOC(=O)c2ccc(F)cc2)c1NC(=O)c1ccc(F)cc1,-26,-0.9
8,O=C(NC12CC3CC(CC(C3)C1)C2)c1ccc(Br)o1,-13,-1.9
9,COC(=O)CNC(=O)C1CCCN1C(=O)CNC(=O)OC(C)(C)C (configuration not stated),-16,-1.7
6,COc1cc(C)c(C(=O)CC(=O)c2c(C)cc(OC)cc2C)c(C)c1,-37,-2.0
9,CCN1CCN(CCNC(=O)c2ccc(/C=C3/Sc4ccccc4N(Cc4cccc(C)c4)C3=O)cc2)CC1,18,8.0
-1,COc1cccc(CN2CCN(C(c3ccccc3)c3ccccc3)CC2)c1O,-35,-0.5
-1,CCOc1ccc(CN2CCN(C(=O)c3cccc4ccccc34)CC2)cc1,-26,-2.0
12,CCn1cc(C(=O)O)c(=O)c2ccc(C)nc21,8,-1.7
8,NC(=O)c1ccc(NC(=O)CCN2C(=O)c3ccccc3C2=O)cc1,-20,-0.1
16,Cc1nnc2ccc(-c3cccc(NS(=O)(=O)c4cc(F)ccc4F)c3)nn12,-12,-0.6
50,Cc1cccc(NC(=O)c2n[nH]c([N+](=O)[O-])c2Br)c1C,19,-1.1
9,O=S(=O)(c1ccc(F)cc1)N1CCC(N2CCCC2)CC1,-17,0.3
29,COC(=O)C1(C)CCC(C(=O)Nc2ccccc2)C1(C)C (configuration not stated),-2,-0.7
55*,O=C(N/N=C/c1cc(Cl)cc([N+](=O)[O-])c1O)C(O)(c1ccccc1)c1ccccc1,-6,-0.5
30,Cc1c(-c2ccccc2)[nH]n2c(=O)c3c(nc12)CCCC3,-20,-1.9
18,CCOC(=O)C1C(=O)C=C(c2cccc(NS(C)(=O)=O)c2)CC1c1ccco1 (configuration not stated),-19,-1.0
6,OC[C@H]1O[C@@H]2O[C@H]3[C@H](O)[C@@H](O)[C@@H](O[C@H]4[C@H](O)[C@@H](O)[C@@H](O[C@H]5[C@H](O)[C@@H](O)[C@@H](O[C@H]6[C@H](O)[C@@H](O)[C@@H](O[C@H]7[C@H](O)[C@@H](O)[C@@H](O[C@H]1[C@H](O)[C@H]2O)O[C@@H]7CO)O[C@@H]6CO)O[C@@H]5CO)O[C@@H]4CO)O[C@@H]3CO,-8,-2.0
5,CC(=O)Oc1ccc(C(c2ccc(OC(C)=O)cc2)c2ccccn2)cc1,-1,nt
23,COc1ccc(CNC(=O)CCS(=O)(=O)c2ccc3c(c2)CC(C)N3C(=O)C2CC2)cc1 (configuration not stated),-12,-2.1

Individual results from the results shown.
`COc1cc(C)c(C(=O)CC(=O)c2c(C)cc(OC)cc2C)c(C)c1` in OX1R antag-2 = 6
`CC(=O)Oc1ccc(C(c2ccc(OC(C)=O)cc2)c2ccccn2)cc1` in OX1R antag-1 = -1

More records follow:
OX1R antag-2,SMILES,OX1R antag-1,STK33 kinase inh
16,C[C@@H]1CCC[C@@]2(O[C@@H](CCO)C[C@@H](O)[C@@H]2O)O1,-1,-0.3
35,Cc1[nH]c2ccccc2c1C(=O)CSc1nc2ncc(Cl)cc2[nH]1,-22,0.6
20,C=CCn1c(COc2ccc(CC)cc2)nnc1SCC(=O)N(C)C1CCS(=O)(=O)C1 (configuration not stated),-24,1.3
22,CN(C)CCN1C(=O)C2C3C=CC(C3)C2C1=O (configuration not stated),-3,1.0
21,Cc1ccc(NC(=O)c2cccs2)cc1NC(=O)c1cccc(F)c1,-16,-0.7
16,Cc1ccc(NC(=O)CS(=O)CC(=O)Nc2ccc3c(c2)OCO3)cc1Cl (configuration not stated),-7,-2.3
163*,CN1CCN(S(=O)(=O)c2ccc(Sc3nc4ccccc4[nH]3)c3nsnc23)CC1,-36,-0.9
4,CCc1ccccc1N/C(=N\S(=O)(=O)c1ccccc1)C(F)(F)F,-7,-1.2
4,Cn1cccc1Cc1nnc(SCC(N)=O)n1-c1ccc(F)cc1,0,0.5
-1,CC1CCN(S(=O)(=O)c2ccc(NC(=O)Cn3nnc(-c4ccccc4)n3)cc2)CC1,-6,-0.2
11,CCOC(=O)NC(=O)c1cn(Nc2ncc(Cl)cc2C(F)(F)F)c(=O)[nH]c1=O,-3,-2.0
8,Cc1ccc(OCC(=O)NCCCNC(=O)c2ccncc2)cc1,-9,-1.1
4,CC1(CCc2ccccc2)NC(=O)N(CC(=O)Nc2ccccc2C#N)C1=O (configuration not stated),-25,0.7
14,CCC(Cc1ccccc1)NC(=O)CN(C)S(=O)(=O)c1ccc2c(c1)c(=O)n(C)c(=O)n2C (configuration not stated),-21,-1.5
9,O=C(CSc1cccc[n+]1[O-])c1cccs1,-2,-2.7
14,O=S(=O)(c1ccc(F)cc1)N1CCCC1,-13,-1.8
10,Cc1nn(-c2ccccc2)c(Cl)c1C(=O)NCc1ccccc1F,-5,-0.3
0,COc1ccc(C2CC(c3ccc(OC)c(OC)c3)=NN2C(=O)c2ccccc2)cc1 (configuration not stated),-10,1.9
22,O=C1/C(=C/c2cccc(F)c2)Oc2cc(O)ccc21,14,1.7
30,O=[N+]([O-])c1ccc(N2CCCC2)cc1N1CCCC1,-32,2.1

Four entries from above, as labelled records.
> Cc1nn(-c2ccccc2)c(Cl)c1C(=O)NCc1ccccc1F
- OX1R antag-2: 10
- OX1R antag-1: -5
- STK33 kinase inh: -0.3

> CC1CCN(S(=O)(=O)c2ccc(NC(=O)Cn3nnc(-c4ccccc4)n3)cc2)CC1
- OX1R antag-2: -1
- OX1R antag-1: -6
- STK33 kinase inh: -0.2

> CCC(Cc1ccccc1)NC(=O)CN(C)S(=O)(=O)c1ccc2c(c1)c(=O)n(C)c(=O)n2C (configuration not stated)
- OX1R antag-2: 14
- OX1R antag-1: -21
- STK33 kinase inh: -1.5

> CCOC(=O)NC(=O)c1cn(Nc2ncc(Cl)cc2C(F)(F)F)c(=O)[nH]c1=O
- OX1R antag-2: 11
- OX1R antag-1: -3
- STK33 kinase inh: -2.0

Next part.
OX1R antag-2,SMILES,OX1R antag-1,STK33 kinase inh
-1,Cc1cc(C)nc(N2CCC(C(=O)Nc3ccc(Oc4ccccc4)cc3)CC2)n1,-8,-1.3
20,CC(C)C/C=C1\CCc2c([nH]c3ccccc23)C1=O,-23,-0.9
12,CCCCOc1ccccc1NC(=O)c1ccc(=O)[nH]c1,-16,1.7
-5,Cc1c(C(=O)NCc2ccc3c(c2)OCO3)oc2ccc(S(=O)(=O)N3CCCC3)cc12,-41,-1.0
19,O=C(Nc1ccc([N+](=O)[O-])cc1)c1cc(Cl)sc1Cl,0,0.9
4,COC(=O)c1ccc(OCC(O)CN(CCO)CCO)cc1 (configuration not stated),-7,-1.6
12,Cc1nc2c(c(C)nn2-c2ccccc2)c(C)c1Cl,-23,-0.9
16,Cc1noc(C)c1CSc1ccccc1C(=O)N(C)CC(=O)Nc1cccc(F)c1,-17,0.7
4,CCCNc1nc2c(c(=O)n(C)c(=O)n2C)n1Cc1ccc(F)cc1,-18,0.6
